GPR151 activ: activators of human GPR151, primary screen, cell-based, PathHunter beta-arrestin, luminescence. activation, % at 11.2 µM. 1% of 650,000 active. G-protein coupled receptor 151 (Homo sapiens), Q8TDV0. PathHunter beta-arrestin GPR151 cells. AID 1508602, 2020; in the data active = activation above about 4.9%;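 note: 0% = median of compound wells and 100% = cells with positive control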
Target sequence (Q8TDV0 whole entry, looked up): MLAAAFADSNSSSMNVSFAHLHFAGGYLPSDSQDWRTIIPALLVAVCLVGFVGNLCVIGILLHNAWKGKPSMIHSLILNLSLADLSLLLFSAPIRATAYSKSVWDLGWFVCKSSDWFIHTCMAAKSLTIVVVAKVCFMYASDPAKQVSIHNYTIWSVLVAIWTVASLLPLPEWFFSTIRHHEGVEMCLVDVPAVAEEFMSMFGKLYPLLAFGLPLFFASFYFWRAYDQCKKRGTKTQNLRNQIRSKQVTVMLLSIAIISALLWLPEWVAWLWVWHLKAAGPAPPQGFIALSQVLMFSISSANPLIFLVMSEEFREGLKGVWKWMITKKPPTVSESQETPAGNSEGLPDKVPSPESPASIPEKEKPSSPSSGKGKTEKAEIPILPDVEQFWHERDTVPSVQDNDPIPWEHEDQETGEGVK
TEAD-YAP block: TEAD-YAP interaction inhibition, primary screen, TEAD-YAP interaction inhibitor project, luminescence, HEK-TIYL cells; TEAD-Gal4/YAP UAS-luciferase luminescence; inhibition, % at 9.12 µM; 1.4% of 640,000 active; AID 1259422, 2018; in the data active = inhibition above about 32%;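 note: 0% = median of test compound wells and 100% = reference inhibitor wells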
MITF primary: MITF inhibitors, primary screen, biochemical, AlphaScreen, human; AlphaScreen MITF homodimerization, bead proximity signal; inhibition, % at 2.6 µM; 0.91% of 650,000 active; AID 1259374, 2018; in the data active = inhibition above about 50%;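 note: 0% = vehicle wells with protein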
Target sequence (O75030 whole entry, looked up): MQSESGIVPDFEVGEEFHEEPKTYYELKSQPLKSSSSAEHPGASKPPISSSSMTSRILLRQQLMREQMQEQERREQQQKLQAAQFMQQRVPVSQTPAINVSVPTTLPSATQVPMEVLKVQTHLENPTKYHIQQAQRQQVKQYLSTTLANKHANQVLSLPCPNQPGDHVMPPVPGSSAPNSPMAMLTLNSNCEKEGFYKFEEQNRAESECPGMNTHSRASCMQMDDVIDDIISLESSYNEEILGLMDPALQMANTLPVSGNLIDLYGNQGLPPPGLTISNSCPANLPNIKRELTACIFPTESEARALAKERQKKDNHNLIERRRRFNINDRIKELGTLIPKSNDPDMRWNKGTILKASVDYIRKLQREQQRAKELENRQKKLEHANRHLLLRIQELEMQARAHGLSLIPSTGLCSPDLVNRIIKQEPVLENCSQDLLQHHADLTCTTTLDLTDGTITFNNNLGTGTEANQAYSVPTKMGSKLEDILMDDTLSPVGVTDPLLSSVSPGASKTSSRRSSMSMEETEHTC
FBW7 activator: FBW7 E3 ligase activators, primary screen, biochemical, AlphaScreen, human; AlphaScreen FBW7–phospho-cyclin E peptide binding, activator screen; 0.13% of 650,000 active; normalized activity (activation), % at 26.1 µM; in the data active = normalized activity above about 1.9%;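 note: purified mutant Fbw7 with reduced substrate affinity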
* marks the source's active call; other numbers are inactive results.

The first two entries, to show the layout:
SMILES | GPR151 activ | TEAD-YAP block | MITF primary | FBW7 activator
COC(=O)c1c(OCCc2ccsc2)cc(=O)n2c1CCN(CCCSC)CC2 | -0.4 | 1 | 3 | 0.2
CC(C)(C)c1ccc(C(=O)Nc2cccc(C(=O)Nc3cccc4ccccc34)c2)cc1 | 1.4 | 4 | -9 | 0.2

This part in full, from the start:
SMILES | GPR151 activ | TEAD-YAP block | MITF primary | FBW7 activator
COC(=O)c1c(OCCc2ccsc2)cc(=O)n2c1CCN(CCCSC)CC2 | -0.4 | 1 | 3 | 0.2
CC(C)(C)c1ccc(C(=O)Nc2cccc(C(=O)Nc3cccc4ccccc34)c2)cc1 | 1.4 | 4 | -9 | 0.2
Cc1nc(C(=O)N2CCc3c(cnc(C)c3CNC(=O)Cc3cccs3)C2)cs1 | -0.2 | -19 | -6 | -0.1
CCN1CCN(C(=O)C(NS(=O)(=O)c2ccc3nc(C)sc3c2)C(C)C)CC1 (stereo not given) | -0.1 | -1 | -1 | 0.1
CCOc1ccccc1NC(=O)c1cc([N+](=O)[O-])ccc1C(=O)O | 2.1 | -1 | 23 | 0.3
Cn1c(C(=O)O)cc2cc(Cl)ccc21 | -0.9 | -1 | 2 | 0.0
CCOC(=O)c1c(-c2ccccc2)csc1NC(NC(=O)c1ccco1)C(=O)c1ccccc1 (stereo not given) | 0.9 | -6 | 17 | 0.3
C=CC(C1=CC(=O)C(OC)=CC1=O)c1ccc(O)cc1 (stereo not given) | -1.4 | 12 | -15 | -0.1
CCC(=O)N1c2ccc(C)cc2-c2c(ssc2=S)C1(C)C | 0.3 | -14 | 19 | -1.1
Cc1ccc(C)c(C(=O)CCC(=O)NNC(=O)CSc2nc3ccccc3s2)c1 | -1.6 | 5 | 10 | 0.5
COc1ccccc1CN(C(=O)c1ccccc1)c1ccc(N2CCOCC2)c(Cl)c1 | 1.3 | 0 | -16 | -0.1
N=C1C(c2ccccc2)=C(O)CN1CC1CCCO1 (stereo not given) | -0.5 | -3 | -2 | -0.1
O=C(CCc1c[nH]c2ccccc12)N/N=C/c1ccccc1 | 3.5 | 5 | 1 | 0.0
CN(CCO)C(=O)c1ccc(-c2nn(C)c(=O)c3ccccc23)cc1 | 0.8 | 1 | -8 | 0.0
CC(=O)N(c1ccccc1)N1C(=O)c2cccc3cccc(c23)C1=O | 0.4 | -1 | -6 | 0.0
CC(C)N(CCNC(=O)c1csc(-c2ccc(C(=O)N3CCN(C)CC3)cc2)n1)C(C)C | -0.4 | -3 | 9 | -0.1
CNS(=O)(=O)c1cccc(C(=O)OCC(=O)Nc2cc(C(C)(C)C)ccc2OC)c1 | -0.5 | 4 | 4 | 0.5
CCOC(=O)c1c(NC(=O)CSc2nnc(CNC(=O)Cc3ccccc3)n2-c2ccc(OCC)cc2)sc2c1CCCC2 | -0.7 | -2 | -1 | -0.1
CC1(C)Cc2c(C#N)c(SCC(=O)c3ccc(Br)cc3)nc(N3CCOCC3)c2CO1 | -0.6 | -15 | -11 | 0.0
Cc1cc(C)c2c(N)c(C(=O)Nc3ccc(F)c(Cl)c3)sc2n1 | 0.5 | -61 | 4 | 0.2
Cc1ccc(NC(=O)c2coc(=O)c3ccccc23)c(Br)c1 | 0.4 | 8 | 0 | 0.1
O=C(NC1CCCC1)C(c1ccccc1)c1ccccc1 | 1.8 | 0 | 2 | -0.2
O=C(CCCc1ccccc1)Nc1ccnn1C1CCN(Cc2cccc3c2OCO3)CC1 | 0.5 | -7 | 2 | -0.2
COc1ccc(S(=O)(=O)N2CC=C(C(=O)NC3CCCC3)CC2)cc1 | 0.7 | 0 | -1 | -0.2
Cc1ccc(C(=O)NCC(=O)NCC(=O)OCC(=O)c2ccc(C)c(C)c2)cc1 | -1.6 | 2 | 5 | -0.1
CCOC(=O)CSc1nc2ccc(N3CCCCC3)cc2c(=O)n1Cc1ccccc1 | 0.9 | -6 | -2 | 0.5
CCN(CC)S(=O)(=O)c1ccc(F)c(C(=O)NCCN2CCOCC2)c1 | -0.2 | 0 | -1 | -0.1
CCC(/C=N/NC(=O)COc1ccccc1OC)CC | 0.8 | 7 | 11 | 0.0
CC(C)CNC(=O)CN1C(=O)C(C)Oc2ccccc21 (stereo not given) | -0.5 | -6 | 17 | 0.0
COc1ccc(Nc2nc(C)c3c(n2)CC(C)CC3=O)cc1 (stereo not given) | 1.7 | -20 | 3 | -0.1
CCOC(=O)N1CCN(S(=O)(=O)c2ccc(C(=O)Nc3sc4c(c3C(N)=O)CCN(C)C4)cc2)CC1 | 0.6 | 4 | -4 | -0.2
COc1ccc(-c2cc(C(F)(F)F)nc(SC3CC(=O)C4OCC3O4)n2)cc1 (stereo not given) | 1.2 | 2 | -13 | 0.2
O=[N+]([O-])c1ccc(N2CCCC2)c(Cl)c1 | -1.4 | -15 | 5 | -0.1
O=C(NCCSCc1ccccc1)c1ccc(N2CC3CC(C2)c2cccc(=O)n2C3)c(NC(=O)c2ccc(Br)o2)c1 (stereo not given) | -1.2 | 1 | -3 | -0.2
CC(C)C(=O)NC(Nc1sc2c(c1C#N)CCCCC2)(C(F)(F)F)C(F)(F)F | 1.1 | 2 | 10 | 0.2
COc1ccc(CCNc2oc(COc3ccccc3)nc2C#N)cc1 | -0.3 | -13 | 19 | 0.0
COc1cc(OC)c(C2C=C(c3ccc(C)cc3)Nc3nnnn32)cc1OC (stereo not given) | -0.5 | 14 | 19 | 0.1
COC(=O)CSc1nnnn1-c1cc(C)ccc1C | 0.2 | 7 | 21 | 0.5
N#Cc1ccc(Cn2c(-c3ccccc3)noc2=O)cc1 | -0.3 | 2 | -1 | 0.2
CCCCC(OC(=O)c1ccc2c(c1)C(=O)N(Cc1cccnc1)C2=O)C(=O)c1ccc(-c2ccccc2)cc1 (stereo not given) | 1.4 | 4 | 14 | 0.3
Cc1cc(=O)[nH]c(SCC(=O)Nc2cccc(Cl)c2C)n1 | -0.1 | 11 | 0 | -0.2
O=C(NCC1Cc2cccc(-c3ccccn3)c2O1)c1ccc(-n2cccn2)cc1 (stereo not given) | -0.9 | -18 | 14 | 0.1
CCOc1cc(C2Nc3ccccc3NC3=C2C(=O)CC(c2ccccc2)C3)ccc1OCc1ccc(Cl)cc1 (stereo not given) | 0.2 | -11 | 6 | 0.0
CCCCNC(=O)C(C)n1c(C)c2cnn(-c3ccccc3)c(=O)c2c1C (stereo not given) | 0.3 | -10 | 4 | 0.4
C[C@H](O)[C@H]1NC(=O)[C@@H]2C[C@H](NC(=O)NC3CCCCC3)CN2C1=O | 1.7 | 9 | 4 | 0.0

A different layout for part of the listing above.
compound	GPR151 activ	TEAD-YAP block	MITF primary	FBW7 activator
CCOC(=O)N1CCN(S(=O)(=O)c2ccc(C(=O)Nc3sc4c(c3C(N)=O)CCN(C)C4)cc2)CC1	0.6	4	-4	-0.2
COc1ccc(-c2cc(C(F)(F)F)nc(SC3CC(=O)C4OCC3O4)n2)cc1 (stereo not given)	1.2	2	-13	0.2
O=[N+]([O-])c1ccc(N2CCCC2)c(Cl)c1	-1.4	-15	5	-0.1
O=C(NCCSCc1ccccc1)c1ccc(N2CC3CC(C2)c2cccc(=O)n2C3)c(NC(=O)c2ccc(Br)o2)c1 (stereo not given)	-1.2	1	-3	-0.2
CC(C)C(=O)NC(Nc1sc2c(c1C#N)CCCCC2)(C(F)(F)F)C(F)(F)F	1.1	2	10	0.2
COc1ccc(CCNc2oc(COc3ccccc3)nc2C#N)cc1	-0.3	-13	19	0.0
COc1cc(OC)c(C2C=C(c3ccc(C)cc3)Nc3nnnn32)cc1OC (stereo not given)	-0.5	14	19	0.1
COC(=O)CSc1nnnn1-c1cc(C)ccc1C	0.2	7	21	0.5
N#Cc1ccc(Cn2c(-c3ccccc3)noc2=O)cc1	-0.3	2	-1	0.2
CCCCC(OC(=O)c1ccc2c(c1)C(=O)N(Cc1cccnc1)C2=O)C(=O)c1ccc(-c2ccccc2)cc1 (stereo not given)	1.4	4	14	0.3
Cc1cc(=O)[nH]c(SCC(=O)Nc2cccc(Cl)c2C)n1	-0.1	11	0	-0.2
O=C(NCC1Cc2cccc(-c3ccccn3)c2O1)c1ccc(-n2cccn2)cc1 (stereo not given)	-0.9	-18	14	0.1
CCOc1cc(C2Nc3ccccc3NC3=C2C(=O)CC(c2ccccc2)C3)ccc1OCc1ccc(Cl)cc1 (stereo not given)	0.2	-11	6	0.0
CCCCNC(=O)C(C)n1c(C)c2cnn(-c3ccccc3)c(=O)c2c1C (stereo not given)	0.3	-10	4	0.4
C[C@H](O)[C@H]1NC(=O)[C@@H]2C[C@H](NC(=O)NC3CCCCC3)CN2C1=O	1.7	9	4	0.0

Next part
SMILES | GPR151 activ | TEAD-YAP block | MITF primary | FBW7 activator
COc1ccc2oc(-c3csc(NC(=O)c4ccccc4OC)n3)cc2c1 | -1.1 | -16 | -13 | 0.0
CCOc1ccc(CN2CCNC(=O)C2CC(=O)N2CCC(O)CC2)cc1 (stereo not given) | 1.1 | 8 | 9 | 0.2
COc1cccc(C(=O)N2CCN(C(=O)c3ccc(F)cc3)CC2)c1 | -0.8 | 8 | 0 | 0.0
COc1ccc(C(=O)NCCCN=C2NS(=O)(=O)c3ccccc32)c(OC)c1 | -0.6 | 3 | -7 | 0.1
CC1CCN(C(=O)c2nn3c(c2Cl)NC(c2ccc(Cl)cc2)CC3C(F)(F)F)CC1 (stereo not given) | -0.1 | 16 | 15 | 0.4
CCN(CC)c1nc(NCCOc2ccccc2)nc(Oc2ccccc2)n1 | -0.5 | -42 | 19 | 0.1
COCCOC(=O)C1=C(C)NC2=C(C(=O)CC(c3ccc(Cl)cc3)C2)C1c1ccc(OC)c(Br)c1 (stereo not given) | 0.2 | 10 | -4 | 0.0
Cc1occc1C(=O)NCCN1Cc2ccccc2OC(c2ccccc2F)C1 (stereo not given) | 1.6 | 7 | -4 | -0.1
COc1ccc(CN=C(Nc2ccccc2)SC2CC(=O)N(C)C2=O)cc1 (stereo not given) | 1.5 | 13 | -2 | 0.0
CCCSc1nc2ccccc2c(=O)n1C1CCOC(C)(C)C1 (stereo not given) | -0.2 | 9 | 15 | 0.2
CN(c1ccc(Br)cc1)S(=O)(=O)c1ccc2[nH]cc(C(=O)NCc3ccco3)c(=O)c2c1 | -0.5 | -7 | -3 | 0.1
C/C(=N\NC(=O)CC#N)c1cc2ccc(O)cc2oc1=O | -1.6 | -2 | -1 | -0.1
Cn1c(=O)c2c(nc(SCC(=O)N3CCc4ccccc4C3)n2C)n(C)c1=O | -0.9 | 18 | 8 | -0.2
COc1cccc(CN2C(=O)CN(C3CCCCC3)C(=O)C2c2ccc(N(C)C)cc2)c1 (stereo not given) | 1.2 | -1 | 9 | -0.1
CC(CCc1ccccc1)NC(=O)c1ccc(F)cc1 (stereo not given) | 1.6 | -6 | 5 | 0.4
O=C(c1ccc(N2CCC(NCCc3ccccc3Cl)CC2)cc1)N1CCCC(O)C1 (stereo not given) | 0.0 | -3 | -10 | 0.0
COc1ccc(NC(=O)CSc2nc3c(cc2C#N)CCCC3)cc1 | -1.3 | -2 | -9 | 0.0
O=C(NC1CCCCC1)c1ccc(F)c(F)c1 | 5.8* | 8 | -10 | 0.1
CCC(=O)N[C@@H]1c2ccccc2C2(CCN(Cc3ccc(NC(C)=O)s3)CC2)[C@H]1OC | -0.8 | 0 | -8 | 0.8
COc1ccc(C2C=C(c3ccc(F)cc3)Nc3nnnn32)c(OC)c1 (stereo not given) | 0.5 | -9 | -2 | 0.0
C/C(=C\C(=O)c1ccc(C)o1)Nc1ccc(F)cc1F | 1.4 | 4 | 2 | 0.0
Cc1nnc(NC(=O)CSc2nnc(NC(=O)Cc3ccccc3)s2)s1 | 2.0 | 3 | -9 | -0.1
CCCCCc1ccc(-c2ccc(CCC)cn2)cc1 | -2.7 | -7 | -8 | 0.3
Cc1nnc(CSc2nnc3n(N)cnn23)o1 | 0.2 | 5 | 9 | -0.1
COc1ccc(C(N)CC(=O)O)cc1 (stereo not given) | -0.4 | 1 | 3 | -0.1
CC1(C2CCN(Cc3cc(Cl)ccc3O)CC2)NC(=O)NC1=O (stereo not given) | 0.8 | 3 | 6 | 0.0
C=CCOc1ccc(/C=c2/sc3n(c2=O)C(c2ccc(C)cc2)C(C(=O)OC)=C(C)N=3)cc1 (stereo not given) | 0.0 | 8 | -8 | 0.1
COc1ccc(OC)c(CCNc2ccc3nnc(-c4ccccc4)n3n2)c1 | 0.2 | 1 | 14 | 1.1
O=C(NCc1ccc2c(c1)OCO2)C1CCCC1 | 2.0 | -12 | -3 | 0.3
O=C(NNC(=O)C1CCN(S(=O)(=O)c2cccc(Cl)c2)CC1)C1CC1 | -1.9 | -49 | 8 | 0.7
CCOC(=O)C1=C(c2ccccc2)N=c2s/c(=C\c3ccc(N(C)C)cc3)c(=O)n2C1c1ccc(OCC)cc1 (stereo not given) | -1.2 | 4 | 6 | 0.1
